Compound activity as filed in PubChem BioAssay.
Luc counter: Counterscreen for Luciferase (Kinase-Glo TM) Inhibition; Luciferin 4-monooxygenase (Photuris pensylvanica), Q27757; Kinase-Glo luciferase, ATP luminescence, 8 min; Potency, µM (top dose mostly 38.3 µM), for inactives: at the top dose activity change, negative = inhibition, hits mostly inhibitors; 200,000 tested, 0.28% active; AID 1379, 2008; also: potency is read from the fitted curve at half-maximal effect; % is scaled to controls: 0 for no effect and ±100 for the full control effect; nearly all actives have a fitted effect of over 60% in size
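Substrate mix (final 50 mM imidazole pH 7.2, 50 mM KCl, 7 mM MgCl2, 10 uM ATP, 0.01% Tween 20, 0.05% BSA) plus pin-tool compound, then Kinase-Glo detection mix; 8 min ambient, luminescence read.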
LMNA splice mod: qHTS Assay for Modulators of Lamin A Splicing; HeLa LMNA splicing GFP/RFP minigene ratio, 48 h; Potency, µM (series often up to 46.1 µM), for inactives: top-dose ratio change, negative = inhibition, hits mostly inhibitors; 200,000 tested, 0.01% active; AID 1487, 2009; active = well fitted inhibition curve with a large enough effect in the signal ratio, with a control signal flat, not every such curve was filed as active; inconclusive = small, poorly fitted or top-dose-only effect, or effect the other way, or a change in a side signal; the % refers to the signal ratio; also: potency is read from the fitted curve at half-maximal effect; % is scaled to controls: 0 for no effect and ±100 for the full control effect
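S3 HeLa stable clones carrying a lamin A-EGFP splicing minigene plus DsRed2 were seeded at 600 cells/well in Opti-MEM with 2% FBS, pin-dosed and incubated 48 h at 37°C. Acumen cytometry (488 nm) gave the GFP/RFP total-intensity ratio.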
HttQ103 aggreg: qHTS Multiplex Assay to Identify Dual Action Probes in a Cell Model of Huntington: Aggregate Formation (GFP); PC12 HttQ103-GFP aggregates, Acumen cytometry, 40 h; Potency, µM (doses to about 46.1 µM), for inactives: at the top dose activity change, negative = inhibition, usual class: inhibitors; 220,000 tested, 1.1% active; AID 1688, 2009; also: potency is read from the fitted curve at half-maximal effect; % is scaled to controls: 0 for no effect and ±100 for the full control effect; nearly all actives have a fitted effect of over 60% in size
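PC12 cells with ecdysone-inducible HTT exon1 Q103-GFP, induced by 100 nM tebufenozide, given compounds in a concentration series. GFP aggregates (1–25 um, 6 SD above background) counted in lysates by laser-scanning cytometry, 488 nm excitation.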
CBFb RUNX1 block: qHTS Assay for Compounds Blocking the Interaction Between CBF-beta and RUNX1 for the Treatment of Acute Myeloid Leukemia; Runt-related transcription factor 1 (Homo sapiens) + Core-binding factor subunit beta …; AlphaScreen CBFb-His/RUNX1-biotin binding, biochemical; Potency, µM (titrated, usually from 59.8 µM), without a hit: top-dose activity, negative = inhibition, actives largely listed as inhibitors; 230,000 tested, under 10 active; also: % of control where 0% means no effect
Target sequence (Q01196 whole entry, looked up): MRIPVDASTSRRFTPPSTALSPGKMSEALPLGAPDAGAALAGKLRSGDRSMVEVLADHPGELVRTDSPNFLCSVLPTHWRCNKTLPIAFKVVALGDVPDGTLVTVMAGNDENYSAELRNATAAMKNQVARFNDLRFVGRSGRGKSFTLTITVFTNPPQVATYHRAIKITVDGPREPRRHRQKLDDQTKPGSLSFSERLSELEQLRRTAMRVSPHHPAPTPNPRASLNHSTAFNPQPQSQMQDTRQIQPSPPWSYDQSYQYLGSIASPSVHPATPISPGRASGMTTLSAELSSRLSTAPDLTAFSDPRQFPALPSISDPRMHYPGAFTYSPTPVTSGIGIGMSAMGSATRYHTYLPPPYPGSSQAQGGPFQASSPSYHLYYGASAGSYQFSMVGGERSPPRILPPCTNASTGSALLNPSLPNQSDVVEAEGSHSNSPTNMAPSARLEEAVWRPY
Target sequence (Q13951 whole entry, looked up): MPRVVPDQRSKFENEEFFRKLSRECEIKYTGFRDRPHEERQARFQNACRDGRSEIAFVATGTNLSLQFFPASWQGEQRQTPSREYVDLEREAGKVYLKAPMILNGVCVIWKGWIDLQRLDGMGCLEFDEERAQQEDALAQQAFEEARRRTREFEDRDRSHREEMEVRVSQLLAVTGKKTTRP
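Interaction loss through any mechanism counts as activity. Pre-formed complex of His-CBF-beta and biotin-RUNX1 (30 nM apiece) is incubated with compound 15 min, then with 50 ng nickel and 50 ng streptavidin beads for 90 min before AlphaScreen detection.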
Epigenetic reg: Quantitative High-Throughput Screen for Regulators of Epigenetic Control; murine LDR cells, GFP reporter derepression, 30 h; Potency, µM (titrated, usually from 53.9 µM), inactives show at the top dose GFP activation, hits mostly activators; 280,000 tested, 0.2% active; AID 1865, 2009; also: potency is read from the fitted curve at half-maximal effect; % of control where 0% means no effect; nearly all actives have a fitted effect of over 60% in size
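GFP-positive cell count by laser-scanning cytometry (objects 20–120 um) after 30 h, 37 C compound exposure of murine LDR cells; reporter is CMV-GFP integrated at a silenced locus, inducible by HDAC or DNMT inhibitors.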
NPSR antagonist: qHTS Assay for Antagonists of the Neuropeptide S Receptor: cAMP Signal Transduction | Q6W5P4 | CHO-NPSR cells, cAMP TR-FRET, antagonist mode | Potency, µM (top dose mostly 38.3 µM), without a hit: top-dose activity change, negative = inhibition, hits mostly inhibitors | 220,000 tested, 1% active | AID 1461, 2008; also: potency is read from the fitted curve at half-maximal effect; % is scaled to controls: 0 for no effect and ±100 for the full control effect; nearly all actives have a fitted effect of over 50% in size; many of its hits are not listed in these tables
Target sequence (Q6W5P4 whole entry, looked up): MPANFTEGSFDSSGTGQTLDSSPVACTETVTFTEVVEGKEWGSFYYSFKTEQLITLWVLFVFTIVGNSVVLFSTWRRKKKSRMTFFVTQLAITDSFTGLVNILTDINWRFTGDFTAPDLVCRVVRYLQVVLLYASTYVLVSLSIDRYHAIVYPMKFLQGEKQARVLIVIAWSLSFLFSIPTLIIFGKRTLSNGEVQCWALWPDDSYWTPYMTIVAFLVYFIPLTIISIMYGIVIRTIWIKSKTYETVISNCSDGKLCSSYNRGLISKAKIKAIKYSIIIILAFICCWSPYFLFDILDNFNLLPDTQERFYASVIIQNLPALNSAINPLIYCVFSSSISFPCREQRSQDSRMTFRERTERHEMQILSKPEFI
IMPase Li inh: qHTS Assay for Identifying the Cell-Membrane Permeable IMPase Inhibitors: Potentiation with Lithium | AID 1457, 2008 | Potency, µM (highest dose often 59.4 µM), without a hit: at the highest dose activity, negative = IMPase inhibition, most hits filed as inhibitors | CHO-M1 cells, IP1 TR-FRET (IP-One), carbachol + lithium | 210,000 tested, 0.35% active;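 also: IP1 builds up when IMPase is blocked and the TR-FRET signal falls; potency is read from the fitted curve at half-maximal effect; plate controls were basal vehicle for no effect and high inhibitor control for full effect; nearly all actives have a fitted effect of over 50% in size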
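Readout is a homogeneous TR-FRET IP1 immunoassay (Ex 320, Em 665 and 620), where raised cytosolic IP1 lowers signal. Cells were CHO-M1 treated 30 min at 37C with test compounds plus a little lithium; AC50 values came from Hill-equation fitting.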
Active calls of the source: *; ? = inconclusive; / = not tested or not shown; [ ] = dose if it differs, or a comment. Unless noted, calls follow the shape of the dose curve; as a rule, active = well fitted curve in the direction sought with a large enough effect; inconclusive = small, poorly fitted or top-dose-only effect, or another doubt; inactive = no such curve, though single readings can be large; an effect the other way counts as inactive or inconclusive. A portion of the library, so the mix of outcomes need not match the whole.

compound	Luc counter	LMNA splice mod	HttQ103 aggreg	CBFb RUNX1 block	Epigenetic reg	NPSR antagonist	IMPase Li inh
CCOC(=O)NC(C(F)(F)F)(C(F)(F)F)P(=O)(c1ccccc1)c1ccccc1	/	-1%	17%	5%	-5.4%	-8%[46.1 µM]	/
CCOC(=O)C1CCN(S(=O)(=O)c2cccc(-c3cn4ccccc4n3)c2)CC1	0%	12%	?	-2%	0.0%	-12%[46.1 µM]	8%[38.3 µM]
CC(NC(=S)NCc1ccc(F)cc1)C12CC3CC(CC(C3)C1)C2 (configuration not stated)	-2%	-13%[46 µM]	14%[9.22 µM]	-1%	-0.5%	55%	20%
O=S(=O)(NCc1ccccc1)c1ccc(S(=O)(=O)N(Cc2ccccn2)C2CCCC2)cc1	2%	?	-25%	8%	-1.2%	?	10%
O=c1c2ccccc2nnn1CSc1nc2ccccc2[nH]1	-2%	-11%	-5%	-6%	-1.0%	22%	-2%
Cc1[nH]c(=S)sc1Cc1ccc(Cl)c(Cl)c1	-1%	?	17%	-19%	-2.0%	10%	2%
O=C(Nc1cccc(C(F)(F)F)c1)c1ccc(Cn2cc(Br)cn2)o1	2%	13%	-13%	-1%	-1.2%	-21%[46.1 µM]	?
N#Cc1c(NC(=O)C2CC(c3ccccc3Cl)=NO2)sc2c1CCC2 (configuration not stated)	-2%	7%	25%	0%	-1.1%	-10%[46.1 µM]	5%[38.3 µM]
CN(C)/C=C(/C(=O)c1ccc(Cl)cc1Cl)S(=O)(=O)c1ccc(Cl)cc1	2%	10%	31%	-9%	-0.9%	-26%[46.1 µM]	-6%
CCCc1cc(=O)[nH]c(SCC(=O)N(C)CC(=O)Nc2ccc(C)cc2)n1	-1%	1%	-4%	-6%	1.0%	-9%[46.1 µM]	-4%[38.3 µM]
Cc1cc2ncn(-c3ncnc4scc(-c5ccccc5)c34)c2cc1C	3%	1%	-22%	-2%	-0.5%	?	19%[38.3 µM]
C/C(O)=c1/cnc2nc3ccccc3n2c1=O	1%	-16%[46 µM]	-11%	-7%	5.4%	-15%	-17%

Remaining list, next part:
compound	Luc counter	LMNA splice mod	HttQ103 aggreg	CBFb RUNX1 block	Epigenetic reg	NPSR antagonist	IMPase Li inh
Cc1nnc(SCC(=O)NC(=O)Nc2ccc3c(c2)OCCO3)s1	2%	/	10%	7%	-1.5%	16%	-2%
Cc1cc(-n2nc(C)cc2C)n2nc(C)c(-c3ccc(Cl)cc3)c2n1	-3%	5%	9%	1%	-2.0%	-9%[46.1 µM]	14%[38.3 µM]
OCC1(Cc2ccccc2C(F)(F)F)CCN(Cc2ccncc2)CC1	/	/	4%[9.22 µM]	3%	0.3%	-3%	/
CC(/C=N/NC(=O)c1ccncc1)=C\c1ccc(C(C)C)cc1	/	-6%	0%	-7%	0.5%	-12%[46.1 µM]	/
COC(=O)c1[nH]nc(C(=O)OC(C)(C)C)c1-c1ccccc1	-1%	?	15%	-2%	-1.0%	4%	-4%
CN1CC(=O)N2[C@H](c3ccc4c(c3)OCO4)c3[nH]c4ccccc4c3C[C@@H]2C1=O	/	/	/	-15%	9.6%	-24%	/
CCc1cccc(CC)c1NC(=O)C[n+]1cccc(C(N)=O)c1	0%	/	-4%	5%	1.1%	10%	-2%
O=C(CSc1nnnn1-c1ccc(Cl)cc1)NC(=O)Nc1ccc2c(c1)OCCO2	-3%	-6%	-1%	5%	9.3%	-19%[46.1 µM]	9%
COc1ccc2c(OC)cc(=O)n(C)c2c1	-1%	-10%	?	1%	-0.9%	12%	0%
COc1ccc(N(CC(=O)Nc2ccc3c(c2)OCO3)S(C)(=O)=O)c(OC)c1	4%	0%	17%[9.22 µM]	1%	5.7%	-24%[46.1 µM]	19%[38.3 µM]
Cc1cccc2c(N=Nc3ccc(S(=O)(=O)Nc4ccc(Cl)cc4)cc3[N+](=O)[O-])c(O)[nH]c12	-1%	7%[46 µM]	13%	-12%	-1.5%	-8%	-8%
O=C(COc1ccc(Br)cc1CNCCc1ccccc1)NCc1ccccc1	2%	/	13µM*	-4%	1.1%	-55%	22%

Additional records
compound	Luc counter	LMNA splice mod	HttQ103 aggreg	CBFb RUNX1 block	Epigenetic reg	NPSR antagonist	IMPase Li inh
CN(C)c1ccc(N=Cc2ccco2)cc1	11µM*	?	1%[9.22 µM]	2%	8.3%	7.9µM*	174%[activator][38.3 µM]
COC(=O)c1cc(Cl)c(NC(=O)c2cc3ccccc3o2)cc1OC	0%	-5%	7%	4%	-3.2%	-2%[46.1 µM]	8%[38.3 µM]
CCC1OC(=O)C(C)[C@@H](O[C@H]2C[C@@](C)(OC)C(O)C(C)O2)C(C)[C@@H](O[C@@H]2OC(C)CC(N(C)C)C2O)[C@@](C)(O)CC(C)C(=O)[C@@H](C)C(O)[C@]1(C)O (some centres not stated)	-6%	?	-18%	24%	-0.5%	/	6%
COCCCNC(=S)N/N=C/c1ccc(N(C)C)cc1Cl	/	/	-7%[9.22 µM]	3%	0.4%	-3%	/
COC(=O)c1ccc(CNC(=O)CSc2nnc(COc3ccccc3)n2C)o1	0%	1%	-11%	8%	-1.1%	-7%[46.1 µM]	13%[38.3 µM]
O=C(NC(=S)NCC1CCCO1)c1ccccc1Br (configuration not stated)	-3%	-3%	-11%	-3%	-1.3%	10%	0%
CCOC(=O)Cc1csc(NC(=O)c2cc(C)cc(C)c2)n1	-3%	-4%[46 µM]	?	4%	2.0%	-7%	-3%
CC(C)NC(=O)Cn1cc(C(=O)COc2ccccc2)c2ccccc21	-3%	/	0%	8%	-2.0%	-36%	4%
COc1ccc(OC)c(NC(=O)C2CCN(c3cc(-c4ccccc4)nc4ncnn34)CC2)c1	5%	15%	11%	-1%	-0.2%	-16%[46.1 µM]	?
O=C1CN(Cc2nc3cc(Cl)ccc3c(=O)[nH]2)CCN1	/	/	22%[9.22 µM]	14%	-1.1%	3%	/
Cc1ccsc1/C=N\NC(=O)c1n[nH]c2c1CCC2	7.1µM*	?	-12%	2%	-1.0%	2%	2%
O=C(COc1ccc(Br)cc1)Nc1ccc(Cc2ccncc2)cc1	2%	-11%[46 µM]	-19%	7%	-1.1%	-4%	-2%

(listing goes on)
compound	Luc counter	LMNA splice mod	HttQ103 aggreg	CBFb RUNX1 block	Epigenetic reg	NPSR antagonist	IMPase Li inh
COc1cc(CN2CCN(Cc3ccc(C)cc3)C(CCO)C2)cc(OC)c1O (configuration not stated)	4%	-11%[46 µM]	-1%[9.22 µM]	2%	-7.2%	-5%	8%
Cc1nc2ccc(S(=O)(=O)Nc3ccccc3C)cc2s1	14%	?	-15%[9.22 µM]	0%	-0.4%	-29%[46.1 µM]	27%[38.3 µM]
CCOc1nc(OCC)nc(-n2cc(-c3ccccc3)nn2)n1	11%	?	19%	7%	-0.9%	-10%[46.1 µM]	8%[38.3 µM]
C(=N\Nc1ccccc1)/c1nc2ccccc2s1	/	/	1%[9.22 µM]	-16%	3.8%	11%	/
CCNC(=O)C(C)Sc1ccc(Cl)cc1 (configuration not stated)	2%	-12%	-9%	6%	-2.1%	-3%[46.1 µM]	26%[38.3 µM]
CCC(=O)Nc1ccc(C(=O)N/N=C/c2cccnc2)cc1	-6%	7%	12%	-2%	4.4%	-9%[46.1 µM]	10%[38.3 µM]
Cc1cc(C)nc(-n2nc(C)cc2NC(=O)CN2CCCC2)n1	-5%	1%[46 µM]	9%	13%	-0.2%	-10%	10%
CCn1c(=O)cc(OCC(=O)Nc2cccc(C)n2)c2ccccc21	17%	20%	-1%	-4%	1.6%	-1%[46.1 µM]	20%[38.3 µM]
COc1ccc(Cl)cc1NC(=S)NCc1cccnc1	2%	/	3%	10%	-0.4%	-4%	2%
COc1cc(C(=O)NCc2nnc(SCC(=O)N3CCc4ccccc43)o2)cc(OC)c1OC	5%	-14%	16%	2%	1.8%	-6%[46.1 µM]	-2%
COC(=O)c1sc2nc(N)c(C#N)cc2c1N	-4%	9%	18%	9%	?	-58%	?
O=C(CSc1nc2ccccc2c(=O)n1-c1ccc(Cl)cc1)N/N=C/C=C/c1ccccc1[N+](=O)[O-]	-2%	?	3%	-1%	0.0%	-12%	2%

(further entries)
compound	Luc counter	LMNA splice mod	HttQ103 aggreg	CBFb RUNX1 block	Epigenetic reg	NPSR antagonist	IMPase Li inh
O=C(NC1CC1)c1cc(=O)c2ccccc2o1	0%	4%[0.0737 µM]	3%	-2%	-0.9%	-1%[46.1 µM]	-2%[38.3 µM]
CCN(CC)c1ccc2cc(-c3nc4ccccc4n3C)c(=O)oc2c1	15%	-10%	?	16%	7.1µM*	?	-12%[38.3 µM]
O=C(COC(=O)c1ccc([N+](=O)[O-])o1)Nc1cccc(S(=O)(=O)N2CCCCC2)c1	1%	17%[46 µM]	9%	-5%	-1.4%	3%	15%
CCCNS(=O)(=O)c1ccc(OCC(=O)Nc2ccccc2F)cc1	3%	1%	12%	4%	-1.0%	-11%	9%
O=C(Cn1cc(C(F)(F)F)ccc1=O)N/N=C/c1cccc(Cl)c1	-1%	-12%	-11%	18%	-3.0%	4%	-3%
O=C1O[C@H](CN2CCOCC2)CN1/N=C\c1ccc([N+](=O)[O-])o1	0%[17.1 µM]	-13%	8%[20.6 µM]	-1%[21.7 µM]	-1.4%[16.9 µM]	/	-1%
CC(=O)Nc1ccc(N=Nc2ccc(O)cc2)cc1	-4%	?	-4%	-9%	4.7%	-23%	10%
COc1ccc(S(=O)(=O)NCc2ccc3c(c2)OCO3)cc1C(=O)O	2%	-7%	7%	0%	3.2%	-5%[46.1 µM]	21%[38.3 µM]
